From PubChem BioAssay
M. tuberculosis GlmU = inhibition of mycobacterial GlmU enzyme – biochemical, glucosamine-1-phosphate acetyltransferase (AID 1376) | M. tuberculosis GlmU acetyltransferase enzyme assay; higher % means a stronger effect | inhibition, %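 (tested at 30 µM in the primary screen)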; hits with a dose series show IC50 in µM | actives 0.25% (n = 220,000); in the data active = inhibition above about 13%;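 note: 0% = complete reaction with vehicle and 100% = reaction without substrate; strong numbers were not always called active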
RmlCD inh 1536 = blocks M. tuberculosis RmlC and RmlD coupled enzymes. actives 0.03% (n = 160,000). inhibition, % at 3.6 µM. P9WH09+P9WH11. RmlC+RmlD coupled enzyme assay, percent inhibition; primary screen in compound mixtures; in the data active = inhibition mostly above about 34%, no sharp cut-off; note: some results filed as inactive read as strong as hits
Target sequence (P9WH09 whole entry, looked up): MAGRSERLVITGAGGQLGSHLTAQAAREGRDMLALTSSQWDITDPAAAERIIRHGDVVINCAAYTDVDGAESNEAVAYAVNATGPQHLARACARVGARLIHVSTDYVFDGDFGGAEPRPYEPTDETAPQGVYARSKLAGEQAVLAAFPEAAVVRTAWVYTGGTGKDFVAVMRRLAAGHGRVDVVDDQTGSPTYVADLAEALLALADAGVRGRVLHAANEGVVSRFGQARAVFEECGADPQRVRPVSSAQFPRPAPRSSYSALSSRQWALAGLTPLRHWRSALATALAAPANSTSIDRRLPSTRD
Target sequence (P9WH11 whole entry, looked up): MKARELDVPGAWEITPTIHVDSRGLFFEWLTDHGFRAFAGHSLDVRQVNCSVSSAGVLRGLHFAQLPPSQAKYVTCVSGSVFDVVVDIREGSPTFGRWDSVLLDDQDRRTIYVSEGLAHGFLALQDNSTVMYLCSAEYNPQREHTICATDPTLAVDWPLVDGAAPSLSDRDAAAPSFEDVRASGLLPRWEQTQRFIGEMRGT
* hit, by the source's call; . = not tested or not shown. Not all compounds are listed; rates above refer to the full screens.

Compound | M. tuberculosis GlmU | RmlCD inh 1536
COCCNC(=O)C(C)N(c1ccc(Oc2ccccc2)cc1)S(C)(=O)=O (configuration not stated) | -0.4% | 0
N#CC(c1ccc(Cl)cc1)c1ccc(Cl)nn1 (configuration not stated) | -2.6% | 1
CCOC(=O)C1=C(C)N(C)C(C)=C(C(=O)OCC)C1c1cccnc1 | -2.6% | .
COCCNC(=S)NN=C1CCC(c2ccccc2)CC1 (configuration not stated) | 1.6% | .
O=c1c2ccccc2c2ccccc2c(=O)n1CC1CCCO1 (configuration not stated) | 2.7% | .
COc1cccc(CNC(=O)c2ccc(CS(=O)(=O)Cc3ccc(C)cc3)o2)c1 | 0.6% | 3
Cc1ccc(C)c(CSc2nnc([C@@H]3CCCN3)o2)c1 | 4.9% | 4
O=P(O)(O)COc1ccccc1O | 2.5% | .
O=C(CCn1cnc2ncccc2c1=O)N1CCN(c2cccc(Cl)c2)CC1 | 4.2% | 51
CN(c1ccccc1)S(=O)(=O)c1cccc(NC(=O)COC(=O)C2CCCCC2)c1 | 0.9% | 2
COc1ccc(C(C(=O)NCC2CCCO2)N(C(=O)CNC(=O)c2cccs2)c2ccc(C)cc2)cc1OC (configuration not stated) | 2.5% | -8
CCCOc1ccc(C2C(C(=O)c3ccc(C)o3)=C(O)C(=O)N2Cc2cccnc2)cc1 (configuration not stated) | -2.0% | .
COc1ccccc1OCCSc1nnnn1-c1ccc(C)cc1 | -0.7% | -8
Cc1ccc(P(=O)(CC(=O)O)c2ccc(C)cc2)cc1 | 2.9% | .
COC(=O)[C@@]1(Cc2ccc(OC)cc2)[C@H]2c3cc(C(=O)N(C)C)n(Cc4c(CO)[nH]cc(C)c4=O)c3C[C@H]2CN1C(=O)c1ccccc1 | 0.3% | .

Compound profiles (already shown). Order of screens: M. tuberculosis GlmU, RmlCD inh 1536
CCOC(=O)C1=C(C)N(C)C(C)=C(C(=O)OCC)C1c1cccnc1 across the screens: -2.6%, .
O=P(O)(O)COc1ccccc1O across the screens: 2.5%, .

(next part)
Compound | M. tuberculosis GlmU | RmlCD inh 1536
Cc1csc2c(=O)n3c(nc12)CCCCC3 | 0.4% | .
CCn1c(SCC(N)=O)nc2sc3c(c2c1=O)CCCC3 | -3.1% | .
COc1ccc2ccccc2c1CN1CCN(C(=O)c2ccccc2)CC1 | 5.8% | .
COc1ccc(NC(=O)NCc2ccccn2)cc1 | 0.6% | .
CCOc1ccc(NC(=O)CSc2nnnn2CC(=O)O)cc1 | 4.5% | -1
CC(C)NC(=O)CN(CCc1ccccc1)S(C)(=O)=O | 2.9% | 7
COc1ccc(-c2cccc(C(=O)NCC(=O)O)c2)cc1 | -0.2% | .
Cc1ccc(N2C(=O)CC(N3CCN/C3=C3\CC/C(=C\c4ccccc4)C3=O)C2=O)cc1 (configuration not stated) | -2.1% | -10
CC(NC(=O)c1ccccc1)C(=O)N/N=C/c1cccc([N+](=O)[O-])c1 (configuration not stated) | 3.0% | 5
O=C(NC(=S)NCC1CCCO1)c1ccccc1F (configuration not stated) | -5.8% | .
COc1cccc(CC(NC(C)=O)C(=O)NC2CCN(c3nc(C)cc(C)c3C#N)CC2)c1OC (configuration not stated) | 5.6% | 51
Cc1cc(Cl)ccc1NC(=O)CCCN1C(=O)CCC1=O | 5.3% | .
COc1ccc(Cl)cc1NC(=O)COC(=O)CCNC(C)=O | 5.9% | -7
CN1CCN(Cn2cc(/C=C/C(=O)c3ccccc3)c3ccccc32)CC1 | -4.9% | -8
O=C1CC(=O)N(c2ccc3c(c2)OCO3)C(=O)N1 | -3.4% | .
COc1ccc(N2C(=O)CC(N3CCN(S(=O)(=O)c4ccc(Cl)cc4)CC3)C2=O)cc1 (configuration not stated) | 6.8% | 4
NC(=O)C1CCN(c2c([N+](=O)[O-])cc(C(F)(F)F)cc2[N+](=O)[O-])CC1 | -0.6% | 1
COc1cccc(/C=c2\s/c(=C/C(=O)c3ccc(C)cc3)[nH]c2=O)c1OC | -2.7% | .
COC(=O)c1c(-c2cccs2)csc1NC(=O)c1cccnc1 | 6.3% | .
CC1CN(S(=O)(=O)c2ccc(C(=O)Nc3nnc(-c4ccco4)o3)cc2)CC(C)O1 (configuration not stated) | 2.7% | -11
COc1ccc(C(=O)Oc2ccc(C(C)=O)cc2)c(OC)c1 | 8.3% | 97
c1ccc2sc(NC3=NCN(C4CCCCCC4)CN3)nc2c1 | -7.2% | -7
O=C(CCc1ccccc1)N1CCCN(C(=O)CCc2ccccc2)CC1 | 4.6% | .
CCOC(=O)N1CCC(NC(=O)CCC(=O)N2CCOc3ccc(Cl)cc32)CC1 | -2.0% | -9
COC(=O)c1ccc(OS(=O)(=O)c2ccc(NC(C)=O)cc2)cc1 | 3.6% | -6
Cc1cc(Cl)c(S(=O)(=O)Nc2ccccn2)cc1OCC(N)=O | -3.6% | -27
COc1cccc(CNC(=O)CCC2CCCN(C/C=C/c3ccccc3OC)C2)c1 (configuration not stated) | -3.9% | .
CCCCN1C(=O)Nc2ccccc2S1=O (configuration not stated) | 2.6% | -11
CCOC(=O)C1=C(C)NC(=O)C1CC(=O)O (configuration not stated) | -5.3% | -2
CCOC(=O)C1CCN(S(=O)(=O)Cc2ccc(Cl)cc2)CC1 | 0.5% | 7
CCC1C(=O)N=C(SCC(=O)Nc2nc3ccccc3s2)NC1=O (configuration not stated) | 6.3% | 6
Cc1ccc(NC(=O)Cn2c(O)c(N=NS(=O)(=O)c3ccc(C)cc3)c3ccccc32)cc1 | -0.1% | -13
COc1cccc(OCc2nnc(SC)n2C)c1 | 1.4% | -3
CC(=O)c1ccc(S(=O)(=O)Nc2cccc(-c3ccc4nncn4n3)c2)cc1 | 1.5% | -10
CC(=NCCN1CCOCC1)C1=C(O)c2ccccc2C1=O | -0.5% | .
Cc1ccc(C(=O)Nc2ccc(N3CCN(C)CC3)nc2)cc1 | 5.8% | 16
CC(C)N(Cc1nccn1C)C(=O)CCc1nnc(CCCc2ccccc2)o1 | 2.1% | 0
Cc1cccc(N2CCN(C(=O)C3CCN(S(=O)(=O)c4c(C)noc4C)CC3)CC2C)c1 (configuration not stated) | -4.5% | 3
COCCCNC(=O)c1cccc(OC)c1OC | 2.4% | -3
COc1ccc(-c2cn3c(C)c(C(=O)NCCN4CCOCC4)sc3n2)cc1 | 3.4% | 8
Cn1nc(-c2ccccc2)c(C(=O)Nc2ccc(C(F)(F)F)cc2)c1Cl | 5.2% | .
Cc1cc(C)n(-c2c(F)c(F)c(COC(=O)c3ccccc3)c(F)c2F)n1 | -4.4% | 35
Cc1cccc(OCC(=O)N/N=C/c2ccc(N(C)C)cc2)c1 | 0.7% | .
CC(Oc1ccccc1)C(=O)NNS(=O)(=O)c1ccc([N+](=O)[O-])cc1 (configuration not stated) | 1.7% | 7
CC(=O)N1[C@H](Cc2ccccc2)C=C[C@]1(C)C(=O)NCc1ccccn1 | 1.9% | .
CC(C)CC(OC(=O)c1ccco1)C(=O)NCC1CCCO1 (configuration not stated) | -0.6% | 11
Cc1ccc(/C=N/NC(=O)c2ccncc2)o1 | 7.7% | -7
Cc1cc(Nc2ccc(Cl)cc2)n(-c2ccccc2)n1 | 3.5% | .
COc1ccc(CC(=O)O/N=C(\N)c2ccncc2)cc1 | 2.7% | 4
N#CC1=C(N)NC(SCc2ccc(F)cc2)=C(C#N)C12CCCCC2 | 1.3% | .
COc1ccc(NC(=O)Cn2cc(C#N)c3ccccc32)cc1 | -0.1% | 5
Cc1ccc(NC(=O)Nc2cccc([N+](=O)[O-])c2)cc1F | -3.2% | 14
Cc1cc([N+](=O)[O-])ccc1NC(=O)Cc1ccc(F)cc1 | -4.0% | -8
O=C(Oc1ccc2c(c1)OCO2)c1cc2c(s1)CCC2 | 5.1% | 65
COc1ccc(OC)c(NC(=O)c2cc(-c3ccc(C)cc3O)n[nH]2)c1 | 1.4% | 8
O=CNc1ccccc1Oc1ccccc1 | 0.9% | .
CCOC(=O)CSc1nnc(CCCCCN2C(=O)c3cccc4cccc(c34)C2=O)o1 | -2.2% | 6
COc1ccc(NC(=O)/C(=C/c2cccnc2)NC(=O)c2cccs2)cc1 | 2.5% | .
O=C(CSc1ncnc2sc3c(c12)CCCC3)c1ccco1 | -2.7% | .
Cc1ccc(S(=O)(=O)N(CC(=O)Nc2cccc(N(C)S(C)(=O)=O)c2)c2ccc(Cl)c(Cl)c2)cc1 | -3.0% | -8

A few values from the entries so far:
Entry of `COc1ccc(OC)c(NC(=O)c2cc(-c3ccc(C)cc3O)n[nH]2)c1` in M. tuberculosis GlmU: 1.4%
Entry of `COc1ccc(NC(=O)Cn2cc(C#N)c3ccccc32)cc1` in M. tuberculosis GlmU: -0.1%
Entry of `O=C(CSc1ncnc2sc3c(c12)CCCC3)c1ccco1` in M. tuberculosis GlmU: -2.7%
Entry of `O=C(Oc1ccc2c(c1)OCO2)c1cc2c(s1)CCC2` in RmlCD inh 1536: 65
Entry of `O=CNc1ccccc1Oc1ccccc1` in M. tuberculosis GlmU: 0.9%
Entry of `Cc1ccc(S(=O)(=O)N(CC(=O)Nc2cccc(N(C)S(C)(=O)=O)c2)c2ccc(Cl)c(Cl)c2)cc1` in M. tuberculosis GlmU: -3.0%
Entry of `N#CC1=C(N)NC(SCc2ccc(F)cc2)=C(C#N)C12CCCCC2` in M. tuberculosis GlmU: 1.3%

The main list resumes, repeating the 6 entries before the break.
smiles	M. tuberculosis GlmU	RmlCD inh 1536
COc1ccc(OC)c(NC(=O)c2cc(-c3ccc(C)cc3O)n[nH]2)c1	1.4%	8
O=CNc1ccccc1Oc1ccccc1	0.9%	.
CCOC(=O)CSc1nnc(CCCCCN2C(=O)c3cccc4cccc(c34)C2=O)o1	-2.2%	6
COc1ccc(NC(=O)/C(=C/c2cccnc2)NC(=O)c2cccs2)cc1	2.5%	.
O=C(CSc1ncnc2sc3c(c12)CCCC3)c1ccco1	-2.7%	.
Cc1ccc(S(=O)(=O)N(CC(=O)Nc2cccc(N(C)S(C)(=O)=O)c2)c2ccc(Cl)c(Cl)c2)cc1	-3.0%	-8
OCCN1CCN(c2ncnc3nc[nH]c23)CC1	2.7%	2
CCC(=O)Nc1nnc(-c2ccc(OC)cc2)o1	1.2%	-10
CN=C(SCc1ccccc1)c1c(O)n(C)c(=O)n(C)c1=O	-2.4%	.
Cc1cccc(OCC(=O)N2CCOCC2)c1	-3.4%	-4
CCOC(=O)Cc1csc(NC(=O)Nc2ccc(F)cc2)n1	1.7%	-4
CCN(CC)c1ccc(-c2nn3c(-c4ccccc4OC)nnc3s2)cc1	1.5%	74
COc1ccc(Cn2c(O)c(C=Nc3ccccc3C(=O)O)c3ccccc3c2=O)cc1	6.2%	.
O=C(Cn1ccc([N+](=O)[O-])n1)NCc1cccs1	2.6%	.
Cc1cc(C)nc(/N=C(\N)Nc2ccc(S(=O)(=O)Nc3nccc(C)n3)cc2)n1	-2.3%	-1
COc1ccc(NS(=O)(=O)c2cc(NC(=O)[C@@H](NC(=O)c3ccccc3)C(C)C)ccc2C)cc1	3.4%	2
O=C(CN1C(=O)c2ccccc2S1(=O)=O)NCCSCc1ccco1	0.5%	2
Cc1ccc2c(c1)N(CC(=O)NCCc1c[nH]c3ccccc13)C(=O)CO2	0.9%	-6
Cc1cc(/C=C2\C(=O)NC(=S)N(C)C2=O)c(C)n1C1CCCCC1	-6.1%	0
Cc1cccc(COCC(CC(C)C)N2CCN(C(=O)c3ccc(C(C)(C)C)cc3)CCC2=O)c1 (configuration not stated)	-1.3%	.
O=C(c1noc2c1CCc1ccccc1-2)N1CCCc2ccccc21	3.0%	.
CC(C)(C(N)=O)c1ccccc1	.	14
COC(=O)N1N=C(c2ccc(Br)cc2)CC1(O)C(F)(F)F (configuration not stated)	-4.4%	-3
CCOC(=O)N1CCN(c2ccc(C(=O)c3ccccc3)cc2F)CC1	-2.8%	-3
Cc1cc(COc2ccccc2OCc2cc(C)no2)on1	2.4%	-60
O=C(N/N=C/c1ccccn1)c1cccnc1	0.7%	-13
CC1(c2ccccc2)NC(=O)N(CCOc2ccccc2)C1=O (configuration not stated)	-5.0%	.
Cc1c(C(=O)OC2CCCCC2)sc2nc[nH]c(=O)c12	3.9%	.
CCOC(=O)c1oc2nc(CC(C)C)c3c(c2c1N)CCCC3	2.4%	.
Nc1nc(-c2ccc([N+](=O)[O-])cc2)cs1	-0.2%	8
O=C(NCc1ccc2c(c1)OCO2)c1ccc(CSCc2cccc(Cl)c2)o1	1.2%	-7
CCSc1nc2ccccc2n1CC(=O)N1CCOCC1	3.2%	.
O=C(Cc1ccccc1)N1CCN(Cc2cccc(Br)c2)CC1	-2.5%	.
COC(=O)c1sccc1NC(=O)Nc1cc(C)ccc1C	1.0%	.
Cc1ccc(S(=O)(=O)N2CCN(c3cnn(C)c(=O)c3Cl)CC2)cc1	1.3%	-14
Cc1cc(/C=C\c2nc(O)c([N+](=O)[O-])c(=O)[nH]2)c(C)n1-c1ccccc1	5.0%	-2
CCOc1ccc2nc(NC(=O)C3=NN(c4ccccc4)C(=O)CC3)sc2c1	0.6%	6
CCSC1(SCC)N=C(N)C2(C#N)C(c3ccccc3)NC(C)=C(C)C12C#N (configuration not stated)	0.4%	.
O=C(O)CCC(=O)N1CCC(C(=O)c2cccc(Cl)c2)CC1	1.1%	.
O=c1cc(N2CCOCC2)[nH]c(=O)n1-c1ccc(Br)cc1	-3.1%	.
COc1cc(C2OCC3C(c4cc(OC)c(OC)c(OC)c4)OCC23)cc(OC)c1OC (configuration not stated)	3.5%	.
Cc1ccc(-c2nnn(CC(=O)N(c3ccccc3)C(C(=O)NCC3CCCO3)c3ccc(Cl)cc3)n2)cc1 (configuration not stated)	-3.1%	.
Cc1ccc(S(=O)(=O)c2nc(Nc3ccccc3C#N)sc2Cl)cc1	-0.9%	-5
O=C(Nc1ccccc1)c1ccccc1CC[N+](=O)[O-]	-2.6%	9
